# Screening data as filed in PubChem.
# NPY-Y2 PAM-ag – human NPY-Y2 potentiation or agonism, primary screen. cells expressing NPY-Y2, potentiator/agonist read-out. activation, % at 3.6 µM. actives 0.45% (n = 220,000). P49146; in the data active = activation above about 27%;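 note: cells stimulated with NPY near EC25 plus isoproterenol at EC100; 0% = vehicle plus submaximal agonist and 100% = vehicle plus saturating agonist; some results beyond the cut were filed as inactive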
# Target sequence (P49146 whole entry, looked up): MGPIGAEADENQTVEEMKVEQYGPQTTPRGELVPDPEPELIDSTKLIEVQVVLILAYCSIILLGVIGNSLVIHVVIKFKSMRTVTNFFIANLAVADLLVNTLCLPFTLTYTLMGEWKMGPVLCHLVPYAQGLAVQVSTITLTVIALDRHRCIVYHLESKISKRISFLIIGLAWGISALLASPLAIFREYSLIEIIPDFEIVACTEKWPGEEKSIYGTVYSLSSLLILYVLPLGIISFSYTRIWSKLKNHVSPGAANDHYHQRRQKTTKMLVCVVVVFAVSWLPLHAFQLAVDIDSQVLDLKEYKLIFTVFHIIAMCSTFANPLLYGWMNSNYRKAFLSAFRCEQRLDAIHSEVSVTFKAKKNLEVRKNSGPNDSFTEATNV
# S1P4 antag – blocks the human S1P4 receptor | O95977 | inhibition, % at 4.98 µM | AID 1510 | S1P4-expressing cells, antagonist mode, reporter read-out | actives 0.26% (n = 220,000); in the data active = inhibition above about 29%;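 note: 0% = wells stimulated with agonist and 100% = vehicle wells without agonist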
# NPY-Y1 antag – antagonists of human neuropeptide Y receptor Y1; P25929; HEK293-CNG Y1 cells, membrane potential fluorescence; NPY at EC95, then isoproterenol; inhibition, % at 3.6 µM; actives 1% (n = 200,000); AID 1040;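 active = inhibition above the campaign mean inhibition of all tested compounds plus 3 SD, cut at about 20% in these data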;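 note: 0% = DMSO wells given NPY plus isoproterenol and 100% = isoproterenol alone without NPY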
#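 Benchmarks – high control isoproterenol alone, low control NPY with isoproterenol · Material – HEK293 Y1/CNG channel cell line · Times – dye 3 h, compound 60 min room temperature, stimulation 45 min · Probe or stimulus – NPY (25 nM), isoproterenol (1 µM), Ro 20-1724 (25 µM) · Evaluation – % inhibition of NPY effect · Signal – fluorescence, membrane potential probe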
# zfTRPN1 agonist – agonists of zebrafish TRPN1 channel | HEK293 zebrafish TRPN1-YFP, Fluo-8 calcium fluorescence; 100% = response to 87 µM carbachol | activation, % at 3 µM | actives 0.18% (n = 220,000);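 active = activation above its plate's cutoff, the mean activation of test wells on that plate plus 3 SD, cut at about 19% in these data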;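 note: 0% = DMSO alone and 100% = 87 µM carbachol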
#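 Assay system: Zebrafish TRPN1-YFP in HEK293 cells | Incubation: Dye loading 1 h at 37 °C, then 30 min room temperature | Measured by: Kinetic Fluo-8 fluorescence, ex 470-495, em 515-575 nm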
# NPY-Y1 PAM-ag – potentiates or activates human NPY-Y1 receptor; P25929; NPY-Y1 expressing cells, potentiator/agonist activation; activation, % at 3.6 µM; actives 0.37% (n = 220,000); AID 1304; in the data active = activation above about 33%, passing the limit was not always enough;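 note: cells stimulated with NPY at EC10 then isoproterenol at EC100; 0% = low agonist plus stimulus and 100% = saturating agonist plus stimulus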
# S1P4 agonist – activates the human S1P4 receptor. O95977. S1P4-expressing cell line, agonist reporter assay. activation, % at 4.98 µM. actives 0.35% (n = 220,000). AID 1509; in the data active = activation above about 11%;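 note: 0% = DMSO vehicle and 100% = reference agonist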
# EP2 modulator – modulates human prostaglandin E2 receptor EP2 signaling | P43116 | EP2-expressing cells, cAMP HTRF FRET, PGE2 co-stimulation | induction, % at 25 µM | actives 0.83% (n = 260,000) | AID 940;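 active = compounds whose cAMP rise, as percent of the full-agonist control response, exceeds 60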;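 note: rat C6 glioma line stably carrying human EP2 under a CMV promoter; the protocol text gives 20 µM as final concentration; 100% = response of wells given 1 µM PGE2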
# TRPML3 ag – agonists of human TRPML3 channel; Q8TDD5; HEK293 TRPML3-YFP, Fluo-8 calcium fluorescence; 100% = the carbachol control signal; activation, % at 3 µM; actives 0.29% (n = 220,000);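 active = activation above its plate's cutoff, the mean activation of the plate's test wells plus 3 SD, cut at about 12% in these data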;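 note: 0% = DMSO only wells and 100% = carbachol wells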
# Target sequence (Q8TDD5 whole entry, looked up): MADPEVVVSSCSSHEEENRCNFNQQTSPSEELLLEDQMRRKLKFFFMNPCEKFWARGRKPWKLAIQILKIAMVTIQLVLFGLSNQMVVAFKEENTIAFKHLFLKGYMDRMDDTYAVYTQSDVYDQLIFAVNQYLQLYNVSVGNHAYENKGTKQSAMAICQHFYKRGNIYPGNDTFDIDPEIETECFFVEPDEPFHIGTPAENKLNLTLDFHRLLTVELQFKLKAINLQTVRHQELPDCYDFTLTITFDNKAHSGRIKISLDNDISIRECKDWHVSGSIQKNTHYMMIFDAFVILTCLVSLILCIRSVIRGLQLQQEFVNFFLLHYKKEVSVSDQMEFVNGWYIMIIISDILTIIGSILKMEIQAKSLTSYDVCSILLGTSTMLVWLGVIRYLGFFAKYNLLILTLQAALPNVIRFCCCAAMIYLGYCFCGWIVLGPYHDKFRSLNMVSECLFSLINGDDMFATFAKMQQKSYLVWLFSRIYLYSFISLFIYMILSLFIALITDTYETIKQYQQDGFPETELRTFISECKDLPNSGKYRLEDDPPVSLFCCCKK
#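 Test system: TRPML3-YFP stable HEK293 cells. Doses: single point at 3 µM. Incubation: dye loading 1 h 37 °C then 30 min ambient, 125 s read. Signal: Fluo-8 calcium dye fluorescence, ex 470-495, em 515-575 nm. Measure: percent activation from peak-to-basal fluorescence ratio, scaled between DMSO and carbachol.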
# CHOP inh – CHOP inhibition in unfolded protein response. CHO-K1 CHOP-promoter luciferase, tunicamycin-induced, 15-18 h. actives 3.8% (n = 220,000). inhibition, % at 10 µM;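 active = compounds that reduced the stress-induced luciferase reporter signal by more than about 70% of percent inhibition, limit read from the data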;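 note: 0% = tunicamycin plus vehicle and 100% = wells without tunicamycin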
# * marks the source's active call; other numbers are inactive results; nt = no result given; & = joins results of further samples.
SMILES,NPY-Y2 PAM-ag,S1P4 antag,NPY-Y1 antag,zfTRPN1 agonist,NPY-Y1 PAM-ag,S1P4 agonist,EP2 modulator,TRPML3 ag,CHOP inh
C/C(=C\C(=O)c1ccc(Br)cc1)NCc1ccc2c(c1)OCO2,-8,4,21*,0.5,12,-1.4,-29,0.1,6
CN(C)c1cc(-c2ccc(Cl)c(Cl)c2)oc(=O)c1Cl,-5,-10,nt,2.2,1,1.1,-9,-0.2,32
O=C(Nc1ccc(S(=O)(=O)NCCc2ccccc2)cc1)c1ccc(Br)o1,-2,-6,-4,0.4,21,-3.5,-57,0.1,7
O=C1C2CC=C(Cl)CC2C(=O)N1CN(Cc1ccco1)CN1C(=O)C2CC=C(Cl)CC2C1=O (configuration not stated),4,-5,4,0.8,-7,-0.2,-40,0.3,-20
COc1ccc(CNC(=S)Nc2ccccc2C)cc1,9,0,9,-0.4,12,-3.0,-3,0.4,15
Cc1nc2sc(-c3ccccc3)cc2c(=O)n1/N=C/N(C)C,9,-13,-6,1.2,23,0.1,-11,1.6,-14
CC(C)C(=O)Nc1cccc(NC(=O)c2cc3ccccc3o2)c1,-13,-6,-1,0.6,-10,-0.2,-8,0.3,36
O=c1cc(CN2CCN(c3cccc(C(F)(F)F)c3)CC2)nc2sccn12,5,-10,nt,-1.0,-9,0.9,-8,0.3,-5
CC(C)N(O)C(=O)NC(C)(C)C,-22,-2,0,0.0,-2,-1.6,-2,1.0,10
S=C(NCc1ccc2c(c1)OCO2)NCc1ccco1,-17,20,2,0.3,-4,-1.2,-20,-0.9,-1
O=C(N/N=C/c1cc(Cl)cc([N+](=O)[O-])c1O)C1CC1,19,5,nt,-2.7,20,-0.2,-40,-1.2,5
CN(c1ccccc1)S(=O)(=O)c1cccc(NC(=O)CSc2nnc(N)s2)c1,-1,-10,-1,5.4,4,-0.4,-26,-0.2,32
O=C1NC(=S)S/C1=C\c1coc2ccccc2c1=O,-2,-20,0,4.7,-17,1.5,34,3.4,-7
COC(=O)c1ccccc1NC(=O)C1CCC(=O)N1S(=O)(=O)c1ccc(C)cc1 (configuration not stated),-4,-31,2,0.1,-3,0.8,31,-0.2,11
O=C(COc1ccc(Cl)cc1Cl)N(c1ccccn1)C1CCCCC1,-3,-22,6,-1.1,0,4.6,8,6.8,48
NC(=S)N/N=C/c1coc2ccc(O)cc2c1=O,0,3,nt,0.2,16,1.7,-4,-0.7,20
C=CCNC(=O)NC(=O)COC(=O)/C(C#N)=C/c1ccc(OC)cc1,5,-30,3,0.7,0,2.5,-24,-0.1,-3
Cc1onc(-c2ccccc2)c1-c1csc(N/N=C/c2ccccc2)n1,-5,4,nt,0.7,-3,-2.0,-15,0.2,5
COc1ccccc1/C=N/OC(=O)c1ccc(C)cc1,-1,3,5,-1.1,-4,-1.1,-8,-0.1,7
S=C(NC1CCCCC1)NC1CC2CCC(C1)N2Cc1ccccc1 (configuration not stated),3,-15,1,3.0,7,0.8,-12,0.7,22
Cc1ccnc(-n2c(C)cc(/C=N/NC(=O)COc3cccc4cccnc34)c2C)c1,-37,-19,nt,1.1,-6,2.2,-4,-0.5,-9
CCCCC(=O)Nc1ncc2c(n1)CC(C)(C)CC2=O,-7,-1,-4,1.2,-1,1.6,34,-0.1,10
CCNc1nc(N)nc(Oc2ccc(OCCOc3ccccc3)nn2)n1,5,-17,1,-0.4,1,0.8,-2,0.5,12
CCOC(=O)NN1C(=O)c2ccccc2NC1c1ccccc1F (configuration not stated),9,1,-1,-2.3,10,-0.8,15,0.4,1
CC1CCc2nc(NC(=O)CSc3nc4ccccc4o3)sc2C1 (configuration not stated),-3,-30,7,2.0,-14,-1.4,-6,0.8,97*
O=C(NCc1ccco1)c1cccc(S(=O)(=O)N2CCCCC2)c1,12,-32,-1,0.6,-7,-1.4,23,-1.1,2
O=C(NCCCN1CCOCC1)/C(=C/c1cccnc1)NC(=O)c1ccccc1,-2,-11,-2,0.7,10,0.1,11,0.9,-8
C#CCN(C(=O)Nc1ccccc1)c1ccccc1,5,-7,5,0.1,22,0.0,17,0.5,-6
COC(=O)c1nn(-c2ccccc2)c(Cl)c1/C=N/O,-4,-13,2,-1.3,2,0.2,13,-0.5,5
O=C(O)CCN1C(=O)c2ccc(NC(=O)CSc3ccccc3)cc2C1=O,-5,-4,7,-0.8,-27,0.9,7,0.0,-17
COC(=O)C(CC(C)C)NC(=O)/C=C/c1ccc(Cl)cc1 (configuration not stated),3,-8,-6,-1.4,5,0.2,20,0.9,11
CCOc1ccc(NC(=O)Nc2ccccc2C(N)=O)cc1,-7,1,2,2.4,16,1.8,-31,1.2,10
O=C(Cc1ccccc1)O/N=C1\CCCc2ccccc21,7,-27,0,-0.3,4,-0.9,2,0.9,41
CCn1c(CSc2nnc(-c3ccc4c(c3)OCO4)o2)nc2cc(S(=O)(=O)N(C)C)ccc21,8,-16,2,2.0,4,-0.2,-5,1.0,19
CC(C)(C)N/N=C/c1c(O)n(-c2ccc(Cl)cn2)c(=O)c2ccccc12,-7,2,0,-0.3,-1,0.3,29,0.0,63
O=C(OCC(=O)N1CCCc2ccccc21)c1ccc(Br)o1,1,17,-4,0.6,0,0.3,6,-0.6,19
COc1cc(SC)ccc1C(=O)N(Cc1ccccc1)c1ccccn1,3,-8,nt,-0.7,-6,0.2,18,-0.4,11
O=C(c1ccc(Cl)c(S(=O)(=O)N2CCOCC2)c1)N(c1ccccn1)C1CCCCC1,-6,-20,5,-2.2,-5,0.3,-23,0.4,1
O=C(Nc1cccc(O)c1)c1ccccc1[N+](=O)[O-],-7,-6,-3,1.1,4,-0.4,7,0.7,4
COc1ccc(NC(=O)c2n[nH]c(=O)c3ccccc23)cc1S(=O)(=O)N1CCCCC1,-9,-5,4,-0.1,-18,0.2,-1,-0.2,17
COc1ccccc1N1CCN(C(=O)COc2cccc(C)c2C)CC1,5,10,0,-2.6,-9,-0.9,-41,-0.4,19
CCOC(=O)CSc1nnc(CNC(=O)c2ccc([N+](=O)[O-])cc2)n1C,-6,-2,-1,0.1,-4,0.8,-16,0.1,10
COc1ccc(Nc2cc(C)c3ccc(O)cc3n2)cc1,-16,88*,nt,-1.7,17,-0.4,-29,-0.1,-7
Cc1ccc(O)c(C(=O)c2cc(C#N)c(=O)n(Cc3ccccc3)c2)c1,-8,-5,2,-0.3,-8,-0.1,4,-0.1,30
CC(=O)c1ccc(NC(=O)CC(NCCC2=CCCCC2)C(=O)O)cc1 (configuration not stated),-4,-18,2,2.0,6,1.7,3,0.4,-5
CCN1CCN(CC(O)COC(C)C)CC1 (configuration not stated),-6,-35,-3,0.6,-1,0.9,-1,0.8,0
CCn1c(CCNC(=O)c2ccc(Cl)c(Cl)c2)nnc1SCCOc1ccc(OC)cc1,10,-24,-2,-1.3,-1,1.5,-1,-0.9,5
Cc1ccc(NC(=O)CN2C(=O)S/C(=C/c3ccc(-c4cccc(C(=O)O)c4)o3)C2=O)cc1,-18,1,2,1.9,-10,3.9,-8,-0.1,40
COc1cccc(/C=C/C(=O)OCC(=O)N2c3ccccc3NC(=O)C2(C)C)c1,-6,-8,-1,0.0,-5,-0.2,-14,-0.3,21
Cc1ccc(/C=C/C(=O)CCC(=O)O)cc1,-23,-12,10,1.5,-33,0.5,6,0.6,11
Cc1[nH]c2c(C)cccc2c1CCNC(=O)C1CCCCC1C(=O)OCC(F)(F)F (configuration not stated),-12,-26,10,-0.4,-24,-0.2,-5,0.7,3
O=C(CSc1ccccc1)NCc1ccccn1,3,-11,2,-1.1,19,0.8,16,0.0,18
CCc1ccc2[nH]cc(C(=O)OCCOC)c(=O)c2c1,-4,-8,1,0.9,-14,0.8,-4&-47,0.5,6
CC(C)(C)[C@H]1C=C(C(=O)NCc2nc3ccccc3[nH]2)O[C@@H](OCCCCO)C1,-13,-3,-4,-0.4,-14,0.2,6,-0.1,15
Cc1ccc(/C=N/NC(=O)Cn2nnc(N)n2)o1,4,-5,nt,0.5,20,-0.8,5,0.8,6
O=[N+]([O-])c1ccc2nc(-c3ccccc3)[nH]c2c1,-13,-5,15,0.9,-10,0.5,-16,1.2,8
COCCCN(C(=S)NC(=O)C12CC3CC(CC(C3)C1)C2)c1c(N)n(Cc2ccccc2)c(=O)[nH]c1=O,-5,-1,1,0.0,3,0.0,4,0.5,58
COc1cc(C(=S)N2CCOCC2)cc(OC)c1OC(=O)c1cc([N+](=O)[O-])c(C)c([N+](=O)[O-])c1,-16,3,0,-0.4,-17,1.0,12,-0.7,18
COc1cc(CNC(=O)OCC(C)C)cc(OC)c1OC,-11,-3,-3,0.3,-9,-0.9,25,0.0,25
COc1ccc(C(=O)NCc2nnc(SCC(=O)Nc3ccccc3F)o2)cc1,4,5,3,0.2,11,1.6,-1,0.2,-5

# Three entries drawn at random from those above:
SMILES,NPY-Y2 PAM-ag,S1P4 antag,NPY-Y1 antag,zfTRPN1 agonist,NPY-Y1 PAM-ag,S1P4 agonist,EP2 modulator,TRPML3 ag,CHOP inh
O=C(O)CCN1C(=O)c2ccc(NC(=O)CSc3ccccc3)cc2C1=O,-5,-4,7,-0.8,-27,0.9,7,0.0,-17
CCn1c(CSc2nnc(-c3ccc4c(c3)OCO4)o2)nc2cc(S(=O)(=O)N(C)C)ccc21,8,-16,2,2.0,4,-0.2,-5,1.0,19
CCN1CCN(CC(O)COC(C)C)CC1 (configuration not stated),-6,-35,-3,0.6,-1,0.9,-1,0.8,0

# (list continues)
SMILES,NPY-Y2 PAM-ag,S1P4 antag,NPY-Y1 antag,zfTRPN1 agonist,NPY-Y1 PAM-ag,S1P4 agonist,EP2 modulator,TRPML3 ag,CHOP inh
O=C(CCC(=O)N(CC(=O)NC1CCCC1)Cc1ccc2c(c1)OCO2)Nc1nccs1,-2,3,3,-0.2,2,-1.0,-3,1.0,15
Cc1cc(C)nc(SCc2cnc(C)nc2N)n1,-2,-9,3,0.6,18,2.5,11,1.0,-9
CCCNS(=O)(=O)c1ccc(Oc2ncc(C(F)(F)F)cc2Cl)cc1,-10,2,2,2.1,-9,0.8,7,2.4,74*
CC1CCN(S(=O)(=O)c2cccc(C(N)=O)c2)CC1,19,-4,0,0.4,3,0.1,8,-0.3,-4
CCCCCn1c(N)c(-c2nc3ccccc3o2)c2c([N+](=O)[O-])nn(C)c(=O)c21,-4,6,1,-0.3,-20,-2.9,8,0.2,13
CCN(CC)CCOC(=O)c1ccc(NC(=O)/C=C/c2cccs2)cc1,-27,-32,5,0.5,-16,0.6,-6,1.4,50
COC(=O)CSCC(=O)Nc1nnc(-c2ccccc2C)s1,-13,-8,7,0.9,-4,-0.6,2,0.2,42
CCOC(=O)N1N=C(c2ccc(OC)cc2)CC1(O)C(F)(F)F (configuration not stated),-7,13,0,-0.9,-3,0.8,21&42,0.5,-3
COc1ccc(CN2CC(C(=O)NCCCN3CCOCC3)CC2=O)cc1 (configuration not stated),5,-19,0,1.6,-5,-0.6,7,0.7,32
CCOc1ccc(Cl)cc1CN1CCOCC1,12,-3,-5,-0.7,20,-0.5,-3,0.4,22

# No enrichment for hits; overall some 6.5% were active at least once.
